Assay outcomes from PubChem BioAssay.
KDM5B inh: Primary screen for KDM5B Histone Demethylases FDH-coupled qHTS; Potency, µM (top dose mostly 57.7 µM), without a hit: top-dose activity change, negative = inhibition, actives largely listed as inhibitors; 2.6% of 220,000 active; KDM5B demethylase, FDH-coupled NADH fluorescence (FDH is formaldehyde dehydrogenase); Lysine-specific demethylase 5B (Homo sapiens), Q9UGL1; active means well fitted inhibition curve with a large enough effect; inconclusive means small, poorly fitted or top-dose-only effect; inactive means no such curve, though single readings can be large or run the other way; further: 0% is about no effect; nearly all actives have a fitted effect of over 70% in size
Target sequence (Q9UGL1 whole entry, looked up): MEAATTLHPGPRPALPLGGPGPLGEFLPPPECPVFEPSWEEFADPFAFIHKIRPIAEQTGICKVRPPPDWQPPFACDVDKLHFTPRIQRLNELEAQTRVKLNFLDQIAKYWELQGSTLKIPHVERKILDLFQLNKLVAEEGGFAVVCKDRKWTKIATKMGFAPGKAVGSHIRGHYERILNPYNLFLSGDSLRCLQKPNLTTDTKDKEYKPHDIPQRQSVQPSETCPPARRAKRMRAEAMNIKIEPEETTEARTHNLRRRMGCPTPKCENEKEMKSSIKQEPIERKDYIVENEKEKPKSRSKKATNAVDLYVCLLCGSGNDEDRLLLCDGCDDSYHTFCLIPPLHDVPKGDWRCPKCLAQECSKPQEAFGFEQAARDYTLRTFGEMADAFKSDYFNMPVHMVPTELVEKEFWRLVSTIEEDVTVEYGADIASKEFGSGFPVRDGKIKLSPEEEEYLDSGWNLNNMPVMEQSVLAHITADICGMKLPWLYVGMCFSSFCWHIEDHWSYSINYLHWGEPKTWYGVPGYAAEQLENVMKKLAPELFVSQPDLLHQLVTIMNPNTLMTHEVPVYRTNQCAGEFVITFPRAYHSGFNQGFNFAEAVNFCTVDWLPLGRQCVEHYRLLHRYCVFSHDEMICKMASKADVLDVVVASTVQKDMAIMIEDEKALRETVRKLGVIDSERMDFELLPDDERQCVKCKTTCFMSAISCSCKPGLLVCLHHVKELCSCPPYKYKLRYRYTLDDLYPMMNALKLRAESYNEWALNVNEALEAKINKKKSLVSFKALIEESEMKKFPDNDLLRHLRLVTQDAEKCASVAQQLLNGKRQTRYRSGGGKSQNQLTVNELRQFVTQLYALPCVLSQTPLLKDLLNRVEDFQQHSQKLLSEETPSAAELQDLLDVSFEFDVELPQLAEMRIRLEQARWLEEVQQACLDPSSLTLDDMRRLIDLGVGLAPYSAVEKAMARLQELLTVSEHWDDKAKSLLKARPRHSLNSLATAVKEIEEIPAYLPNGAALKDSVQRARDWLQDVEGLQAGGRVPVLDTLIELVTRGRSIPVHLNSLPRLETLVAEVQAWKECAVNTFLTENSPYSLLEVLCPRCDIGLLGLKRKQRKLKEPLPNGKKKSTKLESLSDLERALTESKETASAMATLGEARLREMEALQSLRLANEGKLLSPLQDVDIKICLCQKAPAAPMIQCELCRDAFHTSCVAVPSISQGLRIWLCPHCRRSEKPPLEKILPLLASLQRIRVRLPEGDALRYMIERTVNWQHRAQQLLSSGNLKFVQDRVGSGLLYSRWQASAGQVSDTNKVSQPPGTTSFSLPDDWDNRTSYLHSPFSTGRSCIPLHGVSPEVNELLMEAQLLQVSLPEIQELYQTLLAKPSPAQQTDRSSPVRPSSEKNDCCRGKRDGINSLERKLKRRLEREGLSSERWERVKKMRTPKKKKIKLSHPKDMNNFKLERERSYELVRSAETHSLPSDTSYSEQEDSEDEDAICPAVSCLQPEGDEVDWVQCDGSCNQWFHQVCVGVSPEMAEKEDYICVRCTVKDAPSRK
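Here, H3K4me3 peptide (12.5 µM in substrate mix) is demethylated by KDM5BΔAP, 200 nM final, after 10 min compound exposure. Formaldehyde product is coupled through FDH (0.25 U/mL in mix) to NADH fluorescence; 30-min ΔRFU feeds dose-response curves.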
* = called active by the depositor; ? = inconclusive; & = joins results of further samples; [ ] = dose if it differs, or a comment. Potency means the concentration at half of the fitted maximal effect. Not all compounds are listed (hit frequency here may not be typical).

no.	structure	KDM5B inh
1	O=C(c1ccc(Cl)nc1)N1CCC2(CC1)CC(=O)N(c1ccccc1)c1ccccc1O2	12%
2	O=C1NCc2ccccc2CC12CCN(Cc1cccc(C(F)(F)F)c1)C2 (stereo not given)	-14%[115 µM]
3	COc1ccc2oc(=O)c(S(=O)(=O)N3CCCCCC3)cc2c1	3%
4	COc1ccc(NC(=O)CC2CCCCN(Cc3ccccc3)C2=O)c(C)c1 (stereo not given)	-1%
5	COc1cc(NC(=O)Cn2nc(C(F)(F)F)c3c2CCCC3)cc(OC)c1OC	-28%
6	Cc1noc(-c2ccn3c(CNC(=O)c4ccoc4)nnc3c2)n1	25µM*
7	CC(C)(C)c1ccc(C(=O)N2CCN(c3nc4ccccc4o3)CC2)cc1	0%
8	O=C(CSc1nnnn1C1CC1)c1ccc(C2CCCCC2)cc1	-13%
9	Cc1cccc(C(=O)NCCC(=O)NCC2CCCCC2)c1	-4%
10	CN(Cc1ccc(-c2ccccc2)cc1)Cc1cccc(C(F)(F)F)c1	-5%&-1%
11	COc1ccccc1N1CCN(C(CNC(=O)C(=O)NCc2ccc(F)cc2)c2cccnc2)CC1 (stereo not given)	-9%
12	CCOC(=O)c1cc(-c2ccc(S(=O)(=O)Nc3ccc(C)cc3Cl)s2)on1	7%

Structures above that contain a carbonyl joined to an NH by a bond outside any ring, in the order listed:
no.	structure	KDM5B inh
4	COc1ccc(NC(=O)CC2CCCCN(Cc3ccccc3)C2=O)c(C)c1 (stereo not given)	-1%
5	COc1cc(NC(=O)Cn2nc(C(F)(F)F)c3c2CCCC3)cc(OC)c1OC	-28%
6	Cc1noc(-c2ccn3c(CNC(=O)c4ccoc4)nnc3c2)n1	25µM*
9	Cc1cccc(C(=O)NCCC(=O)NCC2CCCCC2)c1	-4%
11	COc1ccccc1N1CCN(C(CNC(=O)C(=O)NCc2ccc(F)cc2)c2cccnc2)CC1 (stereo not given)	-9%

(listing goes on)
no.	structure	KDM5B inh
13	CCOc1cc(=O)n2c(c1C(=O)NCC1CCCO1)CCCCC2 (stereo not given)	16%
14	O=C(/C=C/c1ccc(Cl)cc1Cl)c1ccc(OC(F)F)cc1	-2%
15	Cc1cccc(-c2nn3c(=O)cc(N4CCN(C(=O)COc5ccccc5Cl)CC4)nc3s2)c1	14%
16	O=C(O)CCC(=O)NN1C(=O)c2ccccc2NC1c1ccc(F)cc1 (stereo not given)	?
17	Cc1ccc2nc(SCc3nc(-c4ccccc4C)no3)[nH]c2c1	-24%
18	Cc1[nH]c(C(=O)O)c(C)c1C#N	7%
19	COc1ccc(CN2CCNc3cc(-c4ccccc4)ncc3C2)cc1	?
20	Cc1cc(N2CCC(NS(=O)(=O)c3cn(C)c(C)n3)C2=O)ccc1F (stereo not given)	-10%
21	Cc1noc(C)c1C(=O)N1CCCC(N2CCN(c3cccc(C(F)(F)F)c3)CC2)C1 (stereo not given)	5%
22	COc1ccc(NC(=O)O[C@@H]2CO[C@H]3[C@@H]2OC[C@@H]3NC(=O)C2CCCCC2)cc1	1%[86.2 µM]
23	CC(=O)N1CCCC(c2[nH]ccc2C(=O)N2CCN(c3ccccc3)CC2)C1 (stereo not given)	-19%
24	COc1ccc2c(c1)CCCN2C(=O)c1cc2ccc(C)cc2nc1C	-5%
25	CC1=C[C@@H](CN(C)CCC#N)[C@H](C(C)C)C[C@H]1Cc1nnc(-c2ccccc2F)o1	-8%[86.2 µM]
26	CCC(=O)N1CCCN(Cc2ccncc2)C(c2ccccc2)CC(=O)NCC1 (stereo not given)	?
27	CS(=O)(=O)N1CCc2cc(C(=O)CSc3nnc(C4CC4)n3C3CC3)ccc21	10%
28	CCOC(=O)c1c(C)n(CC)c2ccc(OC)cc12	5%
29	CNc1nc(-c2ccc3c(c2)OCCCO3)cs1	-14%
30	O=C(COC(=O)c1cc2ccccc2[nH]1)NC1CCCCCCC1	-5%
31	C/C(CCC(C)C)=N\Nc1nc2ccccc2[nH]1	?
32	CC(C)CNC(=O)CN1CN(c2ccccc2)C2(CCN(C(=O)NC3CCCCC3)CC2)C1=O	0%
33	CC(C)(C)c1ccc(C2(C(=O)O)CC2)cc1	20%
34	Cc1cc(C)n(C(=O)CNC(=O)c2cccc(F)c2)n1	-14%
35	COc1ccc(-c2c(C)nn3c(-c4ccccc4)cc(C)nc23)cc1OC	-6%
36	CC(=O)/C=C(/NCc1ccccc1)C(F)(F)F	2%
37	Cc1ccc(CN(C)C2CCc3nn(C)c(=O)n3CC2)nc1 (stereo not given)	-26%
38	O=C(Cc1cccnc1)NC1CC(=O)N(Cc2cccc3ccccc23)C1 (stereo not given)	13%
39	O=C(c1ccc(F)c(F)c1)N1CCC2(CC1)NC(=O)N(Cc1ccccc1)C2=O	-13%
40	Cc1ccc(Cl)cc1NC(=O)c1ccc2ccccc2n1	15%
41	Cc1cc(Br)cc(C)c1OC(C)C(=O)O (stereo not given)	10%
42	Cc1ccc(CN2CCc3nc(C(=O)Nc4cccnc4)oc3CC2)o1	-28%[86.2 µM]
43	O=C(Nc1ccc(F)c(Cl)c1)c1ccc2c(Cl)c3c(nc2c1)CCCC3	-35%
44	OCCc1cnc2c(-c3nc(-c4cccnn4)no3)cnn2c1	25µM*
45	COc1ccc(-c2cc3nc(C)c(CCC(=O)N4CCN(c5ccccc5F)CC4)c(C)n3n2)c(OC)c1	-21%
46	Cc1ccc(-c2nnc(CCC(=O)Nc3nc(C)cs3)o2)cc1	10%
47	CCCn1cnc2cc(NCc3ccc(OC)cc3OC)ccc21	?
48	CC(C)CC(=O)N1CCC(N2CC(OCC3CC3)C23CCOCC3)CC1 (stereo not given)	-4%
49	CC(=O)N1CCCC(c2[nH]ccc2C(=O)NCCCn2cccn2)C1 (stereo not given)	2%
50	CSc1ccc(/C=C/C(=O)c2ccc(S(=O)(=O)NCC(=O)O)cc2)cc1	?
51	Cc1ccc(-c2nc3ccccc3s2)cc1	?
52	C/C=C/c1ccc(OCC(=O)OCC(=O)c2ccc3c(c2)OCO3)c(OC)c1	-3%
53	CC1(C(=O)OCC(=O)c2ccc(Br)cc2)CC1(Cl)Cl (stereo not given)	6%
54	COc1ccc(C)cc1-n1nnnc1SCC(=O)NCCc1ccccc1	5%
55	COc1ccc(C)cc1NC(=O)N1C[C@@H](F)C[C@H]1C(=O)N1CCCCC1	33%
56	c1ccc(Nc2cnc3ccc(-n4ccnc4)nn23)cc1	?
57	Cc1cccc(OCCc2noc(C3CCN(S(=O)(=O)C(C)C)C3)n2)c1 (stereo not given)	-6%
58	COc1ccc(NC(=O)N2CCN(Cc3ccc(C)cc3)CC2)cc1	-5%
59	O=C(C[C@@H]1CCNC[C@@H]1Cc1cc(CSc2ccccc2)on1)NC1CCCCC1	30%[86.2 µM]
60	COc1ccccc1-c1cn2c(n1)CO[C@@H](CNC(=O)c1cccnc1)C2	?
61	CCOC(=O)c1noc2ncnc(N3CCN(c4ccccc4OC)CC3)c12	-25%
62	CCNC(=O)c1cccnc1OC1CCN(Cc2ccccn2)C1 (stereo not given)	20µM*
63	CCOC(=O)c1sc(NC2CC2)nc1C(F)(F)F	21%
64	Fc1ccc(CNc2nc3c(-c4ccc(F)cc4)nnn3c3ccccc23)cc1	16%
65	N#Cc1cccc(C(=O)NC2CCN(c3cc(-c4ccccc4)[nH]n3)CC2)c1	?
66	CC1CC(C)(C)N(C(=O)CN2C(=O)CCC2=O)c2ccccc21 (stereo not given)	36%
67	COc1ccc(C(=O)N2CCCC(n3cc(-c4nc(C)no4)nn3)C2)cc1OC (stereo not given)	-26%
68	COc1ccccc1N1CCCc2ncc(C(=O)NCCc3c[nH]c4ccccc34)cc21	28µM*
69	CCc1nc(-c2c3n(c(=O)n(CC(=O)Nc4ccc(Cl)cc4)c2=O)CCCC3)no1	7%
70	COc1ccccc1NC(=O)CSc1ncnc2ccccc12	-11%
71	CCCCCNC(=O)c1noc(-c2ccccc2F)n1	?
72	Cc1cccc(CN2C(=O)CC(c3ccc(Cl)cc3)c3c(C)nn(-c4nc(C)cc(C)n4)c32)c1 (stereo not given)	-4%

New compounds follow
no.	structure	KDM5B inh
73	CCN1c2cc(C(=O)Nc3ccc(OC)c(Cl)c3)ccc2C(=O)N2CCCCCC21 (stereo not given)	?
74	CCOc1ccc(CCNC(=O)c2nn(-c3ccc(OC)c(Cl)c3)c(=O)c3c2c2ccccc2n3C)cc1OCC	-13%
75	CC(C)CCCC(=O)N1CCC2(CC1)Nc1ccccc1NC2=O	-17%
76	CCCCN(CC)CCCNC(=O)Cn1ncc2c([nH]c3ccc(C)cc32)c1=O	?
77	O=C1C(=O)N(CCCO)C(c2ccccc2)/C1=C(\O)c1ccc(Br)cc1 (stereo not given)	-15%
78	Cc1ccc(CN2CCN(CC(=O)Nc3cccc4nsnc34)CC2)o1	4%
79	CC(C)(C)c1cc(CC2(NCc3ccccc3O)COC2)no1	4%[86.2 µM]
80	O=C(NC1CCCC1)O[C@H]1COCCN(c2nc3ccccc3o2)C1	-3%[86.2 µM]
81	O=C1Cc2c(-c3ccc4ccccc4c3)n[nH]c2CN1Cc1ccccn1	?
82	CCN(CC)S(=O)(=O)c1ccc(-n2cnc3cc(C)c(C)cc32)nc1	?
83	CC(C)(C)n1nc2c(c1NC(=O)C1CC(=O)N(c3ccc(Cl)cc3)C1)CS(=O)(=O)C2 (stereo not given)	25%
84	CC(C)C[C@@H]1N[C@H](C(=O)NCc2ccccc2)Cc2c[nH]c3cccc1c23	-6%[86.2 µM]
85	COc1ccc(-c2cc3ccc(OS(=O)(=O)c4ccccc4)cc3oc2=O)cc1OC	?
86	COc1ccc(OCC(=O)N[C@H]2CCCC[C@@H]2NC(=O)COc2ccc(OC)cc2)cc1	-15%
87	Cc1ccc(OCc2nc(C3CCN(C(=O)Cn4ccnc4)C3)no2)cc1 (stereo not given)	22%
88	Oc1ccc(NCc2ccc(OCc3ccccc3Cl)cc2)cc1	?
89	COC(=O)C(NC(C)=O)(Nc1cc(C)ccn1)C(F)(F)F (stereo not given)	-7%
90	Cc1ccccc1C(=O)NCC(=O)NCCc1c[nH]c2ccccc12	-16%
91	N#Cc1c(SCC(=O)c2ccccc2)nsc1SCC(=O)c1ccccc1	?
92	O=C(O)c1cccc2c1CCN2C(=O)c1ccc(F)cc1	3%
93	CCOC(=O)C(=Cc1ccncc1)C(=O)OCC	?
94	CCOC(=O)c1cc(-c2ccccc2)n(CCC(=O)Nc2ccc(OC)c(Cl)c2)c1C	?
95	COc1ccc(C)cc1NC(=O)CN1C(=O)NC2(CCS(=O)(=O)CC2)C1=O	14%
96	C[C@H]1[C@@H]2[C@@H](O)C([C@H](C)C(=O)NCc3cccnc3)CC[C@@]2(C)CC[C@@H]1NC(=O)c1ccncc1 (stereo not given in full)	5%

Some of the entries so far, field by field.
(93) CCOC(=O)C(=Cc1ccncc1)C(=O)OCC
  KDM5B inh: ?

(94) CCOC(=O)c1cc(-c2ccccc2)n(CCC(=O)Nc2ccc(OC)c(Cl)c2)c1C
  KDM5B inh: ?

Additional structures follow.
no.	structure	KDM5B inh
97	COCC[C@]1(O)CCN(Cc2cc(F)ccc2-n2cccn2)C[C@H]1C	-10%
98	CCc1ccc2occ(CC(=O)Nc3c(C(=O)c4ccc(C)cc4)oc4ccccc34)c2c1	14%
99	CCOc1ccc(-n2c(=O)c3c4c(sc3n(CC(=O)NC(C)CC)c2=O)CCCC4)cc1 (stereo not given)	-10%
100	COc1cc(NC(=S)NCCCN2CCOCC2)c(OC)cc1NC(=O)c1ccco1	14%
101	CCn1c2c(c(=O)n3ncc(C(=O)Nc4ccc(C(=O)OC)cc4)c13)CN(Cc1ccc(OC)cc1)CC2	?
102	COCc1ccc(C(=O)N2CCN(C(C)=O)CC(O)C2)s1 (stereo not given)	3%
103	Cc1c(C(=O)N2C[C@@H](C(=O)O)C[C@H](C(=O)NC3CC3)C2)sc2ccccc12	-1%
104	O=c1[nH]c(-c2ccncc2)nc2c1CCN(S(=O)(=O)N1CCCC1)C2	2%
105	CC1=C[C@@H](CNCc2ccncc2)[C@H](C(C)C)C[C@H]1Cc1nnc(-c2ccc(C)cc2)o1	-14%[86.2 µM]
106	Cn1cc(C=O)c(-c2ccc3c(c2)OCCCO3)n1	-10%
107	CN1CCC(NC[C@H]2O[C@@H](CO)[C@@H](O)[C@H]2N2CCN(c3ccc(F)cc3)CC2)CC1	?
108	O=C(Cc1ccc2c(c1)CCCC2)NC1CCc2ccccc21 (stereo not given)	10%
109	CC(C)c1ccc(N2C(=O)N[C@@H]3CCN(C(=O)c4ccc(N(C)C)cc4)[C@@H]3C2=O)cc1	-3%[86.2 µM]
110	COc1ccc(NC(=O)CSC2=Nc3ccccc3C3=NC(C(C)C)C(=O)N23)cc1OC (stereo not given)	8%
111	O=C1COc2ccc(-c3cc(F)cc(F)c3)nc2CN1Cc1ccccc1F	-20%[86.2 µM]
112	Cn1nc(C(=O)NC2CCN(c3cc(-c4ccccc4)[nH]n3)CC2)c2ccccc21	?
113	Cc1nnc(N2CCC(C(=O)NCCc3ccccc3Cl)CC2)c2nn(-c3ccccc3)c(C)c12	?
114	Cc1nc2nc(NCc3ccccc3)[nH]n2c(=O)c1CCC(=O)Nc1cccc2ccccc12	-8%
115	CCOc1ccc(NC(=O)COc2ccc(C)c(C)c2)c2cccnc12	?
116	Cc1ccc(NC(=O)c2cc(-c3ccncc3)nc3ccccc23)c(O)c1	-6%
117	Fc1ccc2[nH]c3c(NCc4ccccc4)ncnc3c2c1	?
118	CCOC(=O)c1cnc2ccc(OC)cc2c1Nc1cccc(Cl)c1	2%
